mHTT CaM bind: disrupts binding of mutant huntingtin to calmodulin; AlphaScreen His-mHTT/GST-CaM binding, luminescence; 190,000 tested, 3.6% active; P42858; AID 1671202; inhibition, % at 15 µM;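 further: 0% = both proteins with DMSO and 100% = one protein alone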
Pf apPOL inh: Pf-apPOL DNA polymerase inhibition; Recombinant Pf-apPOL, molecular beacon fluorescence, 1.5 h; inhibition, % at 10 µM; 210,000 tested, 0.25% active
The depositor's hits bear a star; i = inactive; . = no result given; & = joins results of further samples. No stated cut-off is given here; in the data, active means inhibition above about 50%; inactive means the rest.

SMILES | mHTT CaM bind | Pf apPOL inh
Cc1ccccc1NC(=O)c1ccc(C)c(S(=O)(=O)Nc2ccccc2)c1 | 6 | 5
N/C(Cc1ccc([N+](=O)[O-])cc1)=N\OC(=O)N1c2ccccc2Sc2ccccc21 | i | -6&-12
CC(C)(O)C(=O)NC(/C=C/c1ccc(Cl)cc1Cl)C(C)(C)C (stereo not drawn) | 1 | -2
O=C(c1ccn2c(-c3ccccc3)nnc2c1)N1CCCC1 | -4 | -3
CCOc1ccc(C(NC=O)c2ccc(OC)cc2)cc1 (stereo not drawn) | -6 | 6
CCOc1ccc(C(=O)Nc2c(C)cccc2CC)cc1[N+](=O)[O-] | -10 | -11
Cc1ccccc1-n1nc2c(c1NC(=O)c1ccccc1Br)CS(=O)C2 (stereo not drawn) | 3 | -1
CN1CCN(c2ccc3c(c2)OC[C@@H](Cc2ccccc2)NS3(=O)=O)CC1 | -2 | -4
Cc1ccccc1-n1nc(C)c(C(=O)NCc2cccnc2)c1C(C)C | 3 | -1
CC1CCN(C(=O)C2CCN(S(=O)(=O)c3ccccc3[N+](=O)[O-])CC2)CC1 | 6 | -10
COc1ccc(OC)c(S(=O)(=O)N2CCC3(C2)C(=O)N(C)c2ccccc23)c1 (stereo not drawn) | 5 | -3
Fc1ccc(-c2nnc(Cc3nc(-c4ccc(F)c(F)c4)no3)o2)cc1 | -14 | -7
C=CCN(CC=C)Cc1cc(=O)oc2cc(C)cc(C)c12 | -4 | 0
Fc1ccccc1N1CCN(c2ncc3c(n2)CCN(Cc2ccccn2)C3)CC1 | 11 | 1
COc1ccc(C(=O)N2CCCC(C)(C(=O)NCc3ccc(C)cc3)C2)c(OC)c1 (stereo not drawn) | 4 | 4
C=CCn1cc(C=C2C(=O)OC(c3ccccc3)OC2=O)c2ccccc21 (stereo not drawn) | 4 | -4
CCSc1nnc(NC(=O)Cc2ccc(Cl)cc2)s1 | -4 | -1
O=C1NC2(CCN(C(=O)NCc3ccc(F)cc3)CC2)Nc2cc(Cl)ccc21 | -6 | -5
Cc1ccc(S(=O)(=O)c2nc(CC(C)C)oc2N2CCCCC2)cc1 | -1 | 0
COC(=O)c1c(C)[nH]c(C)c1C=NN=Cc1c(C)[nH]c(C)c1C(=O)OC | . | -1

Looked up by structure from the entries so far:
SMILES | mHTT CaM bind | Pf apPOL inh
Fc1ccccc1N1CCN(c2ncc3c(n2)CCN(Cc2ccccn2)C3)CC1 | 11 | 1
Cc1ccccc1-n1nc2c(c1NC(=O)c1ccccc1Br)CS(=O)C2 (stereo not drawn) | 3 | -1

Of the compounds above, these contain an aryl methoxy group.
SMILES | mHTT CaM bind | Pf apPOL inh
CCOc1ccc(C(NC=O)c2ccc(OC)cc2)cc1 (stereo not drawn) | -6 | 6
COc1ccc(OC)c(S(=O)(=O)N2CCC3(C2)C(=O)N(C)c2ccccc23)c1 (stereo not drawn) | 5 | -3
COc1ccc(C(=O)N2CCCC(C)(C(=O)NCc3ccc(C)cc3)C2)c(OC)c1 (stereo not drawn) | 4 | 4

Remaining list, next part:
SMILES | mHTT CaM bind | Pf apPOL inh
COc1ccc(OC)c(NC(=O)CN(c2cccc(C)c2C)S(C)(=O)=O)c1 | 10 | -3
Cc1nc(COc2cccc(Cl)c2)sc1-c1ccnn1C(=O)C1CC1 | . | 0
CCCCN(CCCC)S(=O)(=O)c1cc(Br)cc2c1N(C(=O)CC)CC2 | -6 | -2
N#C/C(=C\c1ccccc1)c1nc(-c2ccccc2)cs1 | -142 | -3
COC(=O)c1ccc(NC(=O)CS(=O)(=O)c2ccc(Cl)s2)cc1 | -9 | -2
CN1CCN(CCCNC(=O)C2CCN(c3nc4cccnc4s3)CC2)CC1 | -12 | 0
Cc1ccccc1C(=O)Nc1ccc(N2CCCCC2)cc1 | 3 | -4
O=[N+]([O-])c1ccc(N2CCSCC2)nc1 | 0 | 66*
CC(=O)N1CCC(C(=O)N2CCc3[nH]nc(-c4ccccc4)c3C2)CC1 | 2 | -4
CCCCNC(=O)CC1CCN(C(=O)c2sc(-c3ccccc3)nc2C)CC1 | 0 | -4

The closing six records of the part above come first, to join the parts:
SMILES | mHTT CaM bind | Pf apPOL inh
COC(=O)c1ccc(NC(=O)CS(=O)(=O)c2ccc(Cl)s2)cc1 | -9 | -2
CN1CCN(CCCNC(=O)C2CCN(c3nc4cccnc4s3)CC2)CC1 | -12 | 0
Cc1ccccc1C(=O)Nc1ccc(N2CCCCC2)cc1 | 3 | -4
O=[N+]([O-])c1ccc(N2CCSCC2)nc1 | 0 | 66*
CC(=O)N1CCC(C(=O)N2CCc3[nH]nc(-c4ccccc4)c3C2)CC1 | 2 | -4
CCCCNC(=O)CC1CCN(C(=O)c2sc(-c3ccccc3)nc2C)CC1 | 0 | -4
CC(C)c1cc(C2CCCN2Cc2cc(F)cc(F)c2)on1 (stereo not drawn) | -19 | 2
Cc1ccc(C)c(OCC(=O)Nc2cc([N+](=O)[O-])ccc2C)c1 | 1 | -11
COc1ccccc1C(=O)Nc1nccs1 | 0 | -2
O=C(O)c1ccccc1N1C(=O)C2C3CC(C(Br)C3Br)C2C1=O (stereo not drawn) | -1 | 11
Cc1cc(NC(=O)CC2SC(=N)NC2=O)no1 (stereo not drawn) | -1 | -6
O=C(NCCCN1CCCC1)C1CCN(c2cncnc2N2CCOCC2)CC1 | 13 | -5
COc1ccccc1NC(=O)c1ccc(NC(=O)c2ccco2)cc1 | 0 | 0
CCC(C)(C(=O)NC1CCCC1)N(Cc1ccco1)C(=O)c1cnccn1 (stereo not drawn) | -1 | 0
CCC(=O)NCc1nc2c(n1CC)CN(S(=O)(=O)c1ccc(C)cc1)CC2 | 4 | -3
CCN(CC)C(=O)/C(=C\c1ccc2c(c1)OCO2)NC(=O)c1ccc(OC)cc1 | 7 | 0
CCC(Sc1nc2c(cc1C#N)CCCCC2)C(=O)Nc1cc(C)on1 (stereo not drawn) | -7 | -8
OCCNc1nc(-c2ccccc2F)nc2ccccc12 | -4 | -1
Cc1ccccc1CN[C@H]1CCC12CCC(c1ccccc1)CC2 (stereo partly drawn) | 6 | -1
Cc1ccc(-c2csc3nc[nH]c(=O)c23)cc1 | 6 | -6
CCCOc1nccnc1NC1CCN(C(=O)c2cnccn2)CC1 | 4 | 0
CC(C)OCCCN1C(=O)CN(C2CCCCC2)C(=O)C1c1cccnc1 (stereo not drawn) | 3 | -8
Cc1ccc(CN2C(=O)CC(N3CCCCC3)C2=O)cc1 (stereo not drawn) | -4 | -4
COc1cc(NC(=O)c2cnn3c2NC(c2ccco2)CC3C(F)(F)F)c(OC)cc1Cl (stereo not drawn) | 6 | 2
O=C(c1ccncc1)N1CCC(O)(c2ccccc2)C(N2CCCC2)C1 (stereo not drawn) | 14 | -1
Cc1nc(CC(=O)Nc2cccc(F)c2)cs1 | 6 | 0
CN(C)CCCNC(=O)C1CCN(c2nc3ccc(-c4ccccc4F)nc3s2)CC1 | 16 | -5
O=C(Nc1ncc([N+](=O)[O-])s1)c1cccnc1 | 16&7 | -6&-2
O=C(CSC1CCCC1)N1CCN(c2ccc(-c3ccccn3)nn2)CC1 | 100* | -7
COc1ccc(NC(=O)N2CC(C(=O)NC3CC3)C3(CCOCC3)C2)cc1F (stereo not drawn) | 4 | 7
Cc1c(Cl)cccc1Nc1nc(-c2ccccn2)cs1 | 100* | 1
CCOc1ccc(S(=O)(=O)N2CCCC2c2nc(-c3ccc(Cl)cc3)no2)cc1 (stereo not drawn) | -9 | -2
Cc1ccccc1S(=O)(=O)N1CCC(c2nc(CNC(=O)C3CCC3)cs2)CC1 | 8 | 1
COc1ccc(/C=C2\N=C(c3ccc(Cl)cc3)OC2=O)cc1 | 6 | -3
O=[N+]([O-])c1cc(C(F)(F)F)ccc1Oc1ccc(-c2ncon2)cc1 | . | -4
O=C(O)C1C2C=CC(C2)C1C(=O)NCc1ccco1 (stereo not drawn) | 2 | -5
O=C(Cc1nnc(-c2ccc3ncccc3c2)o1)Nc1ccccc1F | 2 | 2
CCCN1CCN(C(=O)C2CCc3nc(N4CCN(C(=O)CC)CC4)sc3C2)CC1 (stereo not drawn) | 3 | 3
COc1ccc(NC(=O)C(=O)NCCc2ccc3c(c2)CCCN3C)cc1Cl | 22 | -4
Cc1ccc(Cc2c(C)nc(C(C)C)nc2N2CCN(S(C)(=O)=O)CC2)cc1 | 1 | 0
CCOC(=O)C1CCCN(CC(O)COCC23CC4CC(CC(C4)C2)C3)C1 (stereo not drawn) | 5 | 3
N#Cc1c(NC(=O)C2CCCO2)sc2c1CCCC2 (stereo not drawn) | -6 | .
Cc1ccc2nc(NCc3cccnc3)c(C=NCc3cccnc3)c(=O)n2c1 | 3 | -2
CCCOc1ccc(N2CCN(C(=O)C(CC)c3ccccc3)CC2)nn1 (stereo not drawn) | 4 | -5
Cc1csc(N2C(=O)C=CC2=O)c1C(=O)c1ccccc1 | . | 2
COc1cc(Nc2ncnc3c2cnn3-c2ccc(C)cc2C)cc(OC)c1OC | 29 | -1
Cc1c(N=Cc2ccccn2)c(=O)n(-c2ccccc2)n1C | 3 | -1
O=C(CCN1CCCCC1)Nc1ccccc1 | -2 | -9
O=S(=O)(c1ccc(NC(=S)NCc2ccco2)cc1)N1CCCCC1 | . | 1
Cc1cc(-c2nc3ccccc3c(=O)o2)ccc1[N+](=O)[O-] | -5 | -1
Clc1ccccc1-c1noc(-c2ccc(Br)cc2)n1 | 0 | -6
O=C1N=C(N2CCCCC2)S/C1=C/C1=Cc2ccccc2OC1 | 66* | -7
Cc1cccc(CNC(=O)C2CCN(c3nn4c(=O)c5c(nc4s3)CCCC5)CC2)c1 | 19 | -6
CCN(CC)C(=O)Cn1nc(-c2ccc(Cl)cc2)c2ccccc2c1=O | 15 | 9
O=S1(=O)CC(N2CCSCC2)CN1Cc1cn(Cc2ccccc2)nn1 (stereo not drawn) | -9 | -3
NC(=O)c1c(Nc2ccc3c(c2)OCO3)sc(C(=O)c2ccc(Cl)cc2)c1N | 56* | -4
(list continues)
SMILES | mHTT CaM bind | Pf apPOL inh
Cc1ccc(N2CC(C(=O)Nc3cccc(F)c3)CC2=O)cc1 (stereo not drawn) | -4&3 | -1&0
O=C1OC(c2cccs2)=N/C1=C/c1ccc(Cl)cc1Cl | 1 | -1
Cc1noc(C2(NC(=O)C3COc4ccccc4O3)CCCCC2)n1 (stereo not drawn) | 4 | 4
COc1ccc(-c2noc(C(Cl)(Cl)Cl)n2)cc1 | -51 | -3
Cc1noc(-c2nn(C)c3c2CN(S(=O)(=O)c2ccc(CC(C)C)cc2)CC3)n1 | -2 | -3
O=C(NC1CCCC1)c1cccc2c1CCN2C(=O)c1ccc(F)cc1 | -4 | -2
COc1ccccc1C1N(c2ccc(Cl)c(Cl)c2)C(=O)N2CCCN12 (stereo not drawn) | 100* | -2
COc1ccc([N+](=O)[O-])cc1NC(=O)c1ccc2c(c1)C(=O)N(C(C)(C)C)C2=O | 2 | -2
COc1ccc(OC)c(-c2cn3ccn(-c4ccc(F)cc4)c(=O)c3n2)c1 | -4 | -1
CCCCNC(=O)CCC1N=C2c3ccccc3N=C(SCC#N)N2C1=O (stereo not drawn) | -5 | 1
COc1ccc(C(=O)N2CCc3c(c(-c4nc(-c5cccc(F)c5)no4)nn3C)C2)cc1 | -1 | -3
COc1ccc(C=C2Oc3cc(OS(=O)(=O)c4ccccc4)ccc3C2=O)cc1 | -10 | -2
CCC(C)NC(=O)c1nn2c(c1Cl)NC(c1ccc(C)cc1)CC2C(F)(F)F (stereo not drawn) | 10 | 0

Screening results (PubChem BioAssay)

Compounds were not picked by outcome (roughly 3.6% active in at least one column).
